NIH3T3 tox = Cytotoxic Profiling in NIH 3T3 Cell Line of Diverse Libraries Using Quantitative High-Throughput Screening; Potency, µM (doses to about 96.7 µM), inactives show top-dose activity change, negative = cytotoxicity, usual class: inhibitors; AID 1345082, 2018; hit rate 4.3% among 94,000; NIH 3T3 viability, CellTiter-Glo ATP luminescence, 48-72 h; further: potency means the concentration at half of the fitted maximal effect; nearly all actives have a fitted effect of over 55% in size
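Cells were seeded at 400 per well, treated with pin-transferred compound, and kept 48 or 72 hr at 37 °C before CellTiter-Glo addition and luminescence imaging of cellular ATP.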
IP6K1 inhibitor = Primary qHTS assay for small molecule inhibitors of Inositol hexaphosphate kinase 1 (IP6K1); IP6K1 kinase, ADP-Glo luminescence, 2 h; stronger effect = lower value; activity change, % (series mostly up to about 58 µM); hit rate 0.81% among 140,000; Inositol hexakisphosphate kinase 1 (Homo sapiens), Q92551; in the data active means activity change below about -25%
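ADP-Glo luminescence measures ADP made by human IP6K1 during a 2 h RT reaction with ATP/IP6 (mix at 1.3 mM/130 uM); top library doses 57.5 and 19.1 uM final.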
GPT2 inh = Primary qHTS assay for inhibitors of Glutamate pyruvate transaminase 2 (GPT2). Alanine aminotransferase 2 (Homo sapiens), Q8TD30. Recombinant GPT2, coupled pyruvate oxidase/HRP Amplex Red fluorescence. Potency, µM (top dose mostly 57.7 µM), for the others: at the top dose activity change, negative = inhibition, hits mostly inhibitors. hit rate 0.25% among 100,000. AID 1671188, 2021; further: potency means the concentration at half of the fitted maximal effect; nearly all actives have a fitted effect of over 60% in size; many of its hits are not listed in these tables
Target sequence (Q8TD30 whole entry, looked up): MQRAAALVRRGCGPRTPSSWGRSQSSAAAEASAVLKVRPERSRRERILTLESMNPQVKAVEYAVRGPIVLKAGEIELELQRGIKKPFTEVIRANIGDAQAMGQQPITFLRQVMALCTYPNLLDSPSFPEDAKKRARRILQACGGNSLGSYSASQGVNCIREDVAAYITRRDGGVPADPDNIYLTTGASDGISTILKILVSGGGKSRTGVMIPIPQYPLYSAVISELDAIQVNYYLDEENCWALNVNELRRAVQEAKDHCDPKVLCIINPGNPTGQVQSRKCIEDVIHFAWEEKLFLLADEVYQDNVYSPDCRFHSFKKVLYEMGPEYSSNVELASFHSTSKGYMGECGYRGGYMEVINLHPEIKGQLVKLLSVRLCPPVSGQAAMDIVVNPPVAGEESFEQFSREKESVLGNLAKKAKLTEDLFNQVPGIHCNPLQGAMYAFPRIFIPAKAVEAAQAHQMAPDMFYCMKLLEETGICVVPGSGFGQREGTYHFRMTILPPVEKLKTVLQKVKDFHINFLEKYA
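Recombinant GPT2 (10ng/uL) with 250uM a-KG and 2mM L-alanine, 30 min at room temperature, in HEPES pH 7.5 buffer. Pyruvate detected by pyruvate oxidase/HRP/Amplex Red fluorescence after 30 min in the dark; AOA (50uM) as positive control.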
HEK293 tox = Cytotoxic Profiling in HEK 293 Cell Line of Diverse Libraries Using Quantitative High-Throughput Screening; AID 1345083, 2018; Potency, µM (titrated, usually from 115 µM), without a hit: top-dose activity change, negative = cytotoxicity, usual class: inhibitors; HEK 293 viability, ATP luminescence (CellTiter-Glo), 48-72 h; hit rate 6.6% among 94,000; further: potency means the concentration at half of the fitted maximal effect; nearly all actives have a fitted effect of over 60% in size
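250 HEK 293 cells/well; compound by pintool; incubated 48 or 72 hr at 37 degree Celsius; CellTiter-Glo added, 10 min RT, luminescence imaged.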
HEK293 viab = GF-AFC viability counterscreen for inhibitors of alpha-synuclein gene (SNCA) expression; hit rate 0.12% among 150,000; HEK-293-SNCA-luc viability, GF-AFC fluorescence, 24 h; Potency, µM (top dose mostly 57.1 µM), for inactives: at the highest dose activity change, negative = cytotoxicity, usual class: cytotoxic;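 further: potency means the concentration at half of the fitted maximal effect; 0% = DMSO-treated cells and -100% = medium-only wells without cells; nearly all actives have a fitted effect of over 30% in size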
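HEK-293-SNCA-luc cells (1500/well) plated 24 h, then exposed 24 h to a dilution series; GF-AFC added 30 min at 37C, fluorescence 405/540 nm; normalised to medium-only and DMSO wells, Hill fit.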
SNCA expr inhib = Primary qHTS assay for inhibitors of alpha-synuclein gene (SNCA) expression; HEK-293 SNCA-luciferase knock-in, luminescence, 24 h; Potency, µM (series often up to 57.2 µM), inactives show at the top dose activity change, negative = inhibition, hits mostly inhibitors; hit rate 0.17% among 140,000;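 further: potency means the concentration at half of the fitted maximal effect; plate controls were DMSO cells for no effect and cell-free wells for full effect; nearly all actives have a fitted effect of over 45% in size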
Luciferase inh = Firefly luciferase inhibition profiling of diverse chemical library using quantitative high-throughput screening | purified P. pyralis luciferase, luminescence, biochemical | Luciferin 4-monooxygenase (Photinus pyralis), P08659 | hit rate 2.5% among 76,000 | Potency, µM (titrated, usually from 115 µM), for the others: at the top dose activity change, negative = inhibition, most hits filed as inhibitors; further: potency means the concentration at half of the fitted maximal effect; nearly all actives have a fitted effect of over 65% in size
Target sequence (P08659 whole entry, looked up): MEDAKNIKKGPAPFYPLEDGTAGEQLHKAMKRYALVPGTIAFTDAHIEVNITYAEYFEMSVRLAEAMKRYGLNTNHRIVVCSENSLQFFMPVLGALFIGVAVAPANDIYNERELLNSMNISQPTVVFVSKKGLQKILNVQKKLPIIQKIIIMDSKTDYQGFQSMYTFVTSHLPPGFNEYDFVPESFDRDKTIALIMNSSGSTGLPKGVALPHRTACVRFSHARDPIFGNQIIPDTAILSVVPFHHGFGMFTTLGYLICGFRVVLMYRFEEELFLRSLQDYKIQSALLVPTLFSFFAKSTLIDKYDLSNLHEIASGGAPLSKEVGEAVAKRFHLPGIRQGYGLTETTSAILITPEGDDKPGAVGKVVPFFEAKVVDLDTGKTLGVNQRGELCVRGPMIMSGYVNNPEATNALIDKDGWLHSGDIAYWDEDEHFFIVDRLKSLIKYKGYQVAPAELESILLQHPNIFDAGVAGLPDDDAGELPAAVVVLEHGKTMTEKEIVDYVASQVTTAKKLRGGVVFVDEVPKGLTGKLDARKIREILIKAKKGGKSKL
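Cell-free enzyme assay, 10nM P. pyralis luciferase, luciferin and ATP each at 10uM. Inhibition profiled over a 6-point titration, read as luminescence.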
The depositor's hits bear a star; i = inactive; u = inconclusive; x = no result given; [ ] = another dose, or the depositor's remark. Unless noted, the call rests on the fitted dose curve; in most records, active means well fitted curve in the direction sought with a large enough effect; inconclusive means small, poorly fitted or top-dose-only effect, or another doubt; inactive means no such curve, though single readings can be large; an effect the other way counts as inactive or inconclusive. Unless noted, on the % scale 0 is the no-effect control and ±100 the full control effect.

SMILES	NIH3T3 tox	IP6K1 inhibitor	GPT2 inh	HEK293 tox	HEK293 viab	SNCA expr inhib	Luciferase inh
O=C(NC1CCCCCCC1)C1CCN(C(=O)c2ncn3c2COC(c2ccc(F)cc2)C3)CC1 (stereo not given)	1%	7	i	-3%	1%	u	u
COCCn1ncc(N2CCCC(CC(=O)NCCc3c[nH]c4ccccc34)C2)cc1=O (stereo not given)	2%	28	i	5%	6%	1%	2%
COc1ccc(S(=O)(=O)Nc2ccc3oc4c(c3c2)CCCC4)cc1	x	-6	x	x	-20%	-30%	x
COc1ccc(Cn2c(C3CCN(C(=O)C(C)c4ccccc4)CC3)n[nH]c2=O)cc1 (stereo not given)	0%	3	1%	3%	3%	-3%	-6%
COC(=O)[C@@H]1Cc2ncn(Cc3ccccc3)c2CN1C(=O)CC(C)(C)C	-19%[174 µM]	-4	0%[88.5 µM]	u	-5%[87.6 µM]	30%[87.6 µM]	-4%[172 µM]
Cc1ccc(C(=O)N2CCc3nc(C4CC4)nc(-c4ccc(O)cc4)c3C2)cc1	u	8	i	u	-11%	10%	x
CN(C)C(=O)N1CCCC(c2nnc3n2CCNC3)C1 (stereo not given)	i	17	-21%	i	-1%	21%	x
CCOc1ccc(CCNC(=O)c2ccc3c(c2)sc2nc(-c4ccc(F)cc4)cn23)cc1OCC	x	8	x	x	1%	52%[activator]	x
O=C(O)Cn1nc(C2CCOC2)nc1C1(c2ccccc2)CC1 (stereo not given)	0%	6	-10%	1%	-13%	-2%	-3%
COc1ccc(CC(=O)N2CCC(N3CC4CC(C3)[C@H]3CCCC(=O)N3C4)CC2)cc1Cl (stereo not given in full)	-3%	21	-7%	-21%	0%	-13%	-10%
CSCc1noc(Cn2nc(C)c3ccccc3c2=O)n1	1%	-12	3%	i	7%	14%	-3%
O=S(=O)(c1ccc2c(c1)CCCC2)N1CCCC(Cn2cnc3cccnc32)C1 (stereo not given)	u	-3	i	u	-11%	-23%	6%

Exported with bars between the fields: entries from further up.
SMILES | NIH3T3 tox | IP6K1 inhibitor | GPT2 inh | HEK293 tox | HEK293 viab | SNCA expr inhib | Luciferase inh
COc1ccc(S(=O)(=O)Nc2ccc3oc4c(c3c2)CCCC4)cc1 | x | -6 | x | x | -20% | -30% | x
COc1ccc(Cn2c(C3CCN(C(=O)C(C)c4ccccc4)CC3)n[nH]c2=O)cc1 (stereo not given) | 0% | 3 | 1% | 3% | 3% | -3% | -6%

Among those listed so far, 3 contain a halogen.
SMILES	NIH3T3 tox	IP6K1 inhibitor	GPT2 inh	HEK293 tox	HEK293 viab	SNCA expr inhib	Luciferase inh
O=C(NC1CCCCCCC1)C1CCN(C(=O)c2ncn3c2COC(c2ccc(F)cc2)C3)CC1 (stereo not given)	1%	7	i	-3%	1%	u	u
CCOc1ccc(CCNC(=O)c2ccc3c(c2)sc2nc(-c4ccc(F)cc4)cn23)cc1OCC	x	8	x	x	1%	52%[activator]	x
COc1ccc(CC(=O)N2CCC(N3CC4CC(C3)[C@H]3CCCC(=O)N3C4)CC2)cc1Cl (stereo not given in full)	-3%	21	-7%	-21%	0%	-13%	-10%

Next part.
SMILES	NIH3T3 tox	IP6K1 inhibitor	GPT2 inh	HEK293 tox	HEK293 viab	SNCA expr inhib	Luciferase inh
O=C(CS)Nc1ccccc1	x	-27*	-7%	x	u	32%[25.6 µM]	x
CCN(CC)CCCNC(=O)c1ccc2c(c1)NC(=O)C(CS(=O)(=O)Cc1cccc(Br)c1)N2 (stereo not given)	x	0	x	x	25%	38%[activator]	x
CCc1nn2c(=O)c(S(=O)(=O)Nc3ccc(Cl)cc3)c(C)nc2s1	x	-3	x	x	7%	-20%	x
CC1=NS(=O)(=O)c2cc(Cl)ccc2N1	x	20	i	x	-18%	3%	x
Cn1nc(C2CC2)cc1NC(=O)Cc1ccccc1	-29%[138 µM]	4	-2%[88.5 µM]	u	-5%[87.6 µM]	8%[87.6 µM]	x
COc1ccc(NC(=O)c2cc(C3CC3)nc3c2c(C)nn3-c2ccccc2)cc1	x	1	x	x	14%	21%	x
O=C(c1cccs1)N1CCC(n2cc(-c3nc(-c4ccccc4)no3)nn2)CC1	u	0	-7%	35µM*	-16%	27%	-6%
Cn1ccc(NC(=O)c2ccc(-c3ncc4cnc(-c5cccc(F)c5)cn34)cc2)n1	u	-9	-7%[88.5 µM]	-27%[172 µM]	-9%[87.6 µM]	-9%[87.6 µM]	-24%[172 µM]
CCCNC(=O)C1COC2(CCN(C(=O)CC)CC2)N1C(=O)c1cccc(OC)c1 (stereo not given)	-1%	6	i	i	-17%	-16%	-12%
COc1ccccc1C(=O)N1CCc2nnc([C@@H]3C[C@@H](O)CN3C(C)C)n2CC1	-10%	-3	i	-11%	9%	-7%	-10%
CCC(=O)N1Cc2ccccc2CC2(CCCCN2Cc2ccncc2)C1 (stereo not given)	-20%	-1	i	u	-3%	7%	x
Clc1ccc2nc(NCc3ccccc3)c3nncn3c2c1	x	-14	x	x	5%	-8%	x
CCN1CC2(CCN(C(=O)CC(Cc3ccccc3)c3ccco3)CC2)CC1=O (stereo not given)	u	9	0%	u	-3%	-18%	9%
COC(=O)[C@@H]1Cc2ncn(C(C)C)c2CN1S(=O)(=O)c1cccs1	-30%[174 µM]	22	5%[88.5 µM]	4%[172 µM]	6%[87.6 µM]	-9%[87.6 µM]	0%[172 µM]
O=C(Cc1ccc(F)cc1)N1CCCC(c2nn(-c3ccccc3)c(=O)[nH]2)C1 (stereo not given)	-20%	15	i	u	0%	-5%	-4%
Cc1nc(-c2c3n(c(=O)n(CC(=O)NCc4ccccc4Cl)c2=O)CCCCC3)no1	-12%	3	u	-4%	1%	16%	-1%
O=C(NC1CC(c2nnc(CO)n2C2CC2)C1)C1(c2ccccc2)CCCC1 (stereo not given)	3%	26	1%[11.5 µM]	i	-6%	-7%	2%
CC(=O)Nc1cc(C2CC2)nn1C	5%	-5	-3%	3%	10%	5%	x
COc1ccc(CCc2nc3c(C)c(-c4c(C)noc4C)c(C)cc3n2CCN2CCOCC2)cc1	x	-5	-41%	x	u	x	x
COc1ccc(CNC(=O)[C@@H]2Cc3nc[nH]c3CN2Cc2ccc(C(=O)O)cc2)cc1	-11%[174 µM]	27	-4%[88.5 µM]	-6%[172 µM]	5%[87.6 µM]	8%[87.6 µM]	1%[172 µM]
CC(C)CNC(=O)c1c(-c2ccccc2)c(-c2ccccc2)nn(C)c1=O	x	13	x	x	-2%	44%[activator]	x
COCCOC1CN(C2CCN(Cc3cccc(C)c3)CC2)C12CCCCC2 (stereo not given)	u	4	0%	u	-3%	u	x
COc1ccccc1CNC(=O)CSc1ncc2c(n1)-c1ccc(Cl)cc1N(Cc1ccccc1)S2(=O)=O	x	-5	x	x	3%	2%	x
CC(C)C(=O)N1CCC(CCOc2ccccc2)C1 (stereo not given)	-30%	15	i	-30%	-6%	-22%	-1%
CN(C)c1nc(C2CC(N)C2)cc(N(C)Cc2cnn(C)c2)n1 (stereo not given)	-9%	-5	i	u	-4%	6%	-4%
CCOc1ccc(NC(=O)Cn2c(=O)n(CCC(=O)NCCc3ccccc3)c(=O)c3ccccc32)cc1	x	1	x	x	-2%	0%	x
COc1ccc(-c2cc3nc4c(c(=O)n3[nH]2)CN(C(=O)CN(C)S(=O)(=O)c2cnc[nH]2)CC4)cc1	u	-10	u	u	4%	u	u
Cc1noc(-c2ccc(OC3CN(C(=O)Cc4cccs4)C3)cc2)n1	-24%	-5	i	u	5%	1%	3%
O=C1CC2(CCN(S(=O)(=O)c3cccs3)CC2)Oc2ccccc21	u	3	i	u	-7%	u	-9%
COc1ccc(C(=O)Nc2ccc3c(N4CCCCC4)ncnc3c2)cc1	u	-4	i	40µM*	-22%	-8%	25µM*
Cc1cc(C(=O)N2CC(F)(F)C[C@H]2c2nnc(C3CC3)o2)on1	-4%	20	i	-12%	-7%	-6%	-5%
CC1NC(=O)CCCNC(=O)C(Cc2c[nH]c3ccccc23)NC(=O)C(C)NC(=O)C(C(C)C)NC(=O)C(C(C)c2ccccc2)NC(=O)C(C(C)C)NC1=O (stereo not given)	x	-10	i	x	11%[23.9 µM]	x	x
COCCCNC(=O)c1ccc2nc(-c3cccnc3Cl)oc2c1	-15%[138 µM]	-1	i	-2%[172 µM]	2%[87.6 µM]	1%[87.6 µM]	x
Cc1ccc(-n2ncc3c(Nc4cccc(C(F)(F)F)c4)ncnc32)cc1C	x	-1	x	x	-14%	133%[activator]	x
COc1ccccc1C(=O)Nc1cc(-c2cccnc2)nn1-c1ccccc1	u	3	-3%	u	-27%	-9%	x
O=C(Nc1cccc(Cl)c1)c1cc(-c2ccc3c(c2)OCCO3)on1	x	14	x	x	3%	-70%	x
Cc1ccc(C(=O)N2CC(C)(C)[C@@](C)(O)C2)cc1N1CCNC1=O	i	5	i	1%	3%	-7%	-5%
COc1ccc(OC)c(NC(=O)c2ccc3c(c2)N(C)C2CCCCN2C3=O)c1 (stereo not given)	u	-11	3%	u	-1%[12.5 µM]	24%	u
CCOc1ccc(C2C(C(=O)Nc3ccccc3)=C(C)Nc3nc(SCc4cc(C)ccc4C)nn32)cc1 (stereo not given)	x	12	x	x	-2%	-29%	x
CC(C)CN(C)C(=O)c1cc(-c2cnn(C(C)C)c2)nc2ccc(F)cc12	-27%	7	0%	u	-13%	7%	-28%
CN(CC(=O)NCCc1noc(-c2cccnc2)n1)S(=O)(=O)c1cccs1	-3%	23	i	3%	-13%[12.5 µM]	8%	-11%
Cc1ccc(Cl)cc1NC(=O)Cn1c(=O)c2ccccc2n2nncc12	x	8	x	x	0%	29%	x
CCSc1ncc(Cl)c(C(=O)N(Cc2ccccc2Cl)C2CCS(=O)(=O)C2)n1 (stereo not given)	x	15	x	x	5%	-6%	x
CCOc1ccc(NC(=O)CSC2=Nc3ccccc3C3=NC(CC(=O)NCc4ccccc4OC)C(=O)N23)cc1 (stereo not given)	x	19	x	x	3%	u	x
O=C(NCc1ccc(F)cc1)c1cc2cccc3c2n1CCS3	x	18	x	x	6%	32%[activator]	x
COc1cccc(CNC(=O)CSc2n[nH]c(-c3ccccc3Cl)n2)c1OC	x	-8	x	x	1%	4%	x
CO[C@H]1C[C@@H]2CC[C@@H](C)[C@@](O)(O2)C(=O)C(=O)N2CCCC[C@H]2C(=O)O[C@H]([C@@H](C)C[C@@H]2CC[C@@H](O)[C@H](OC)C2)CC(=O)[C@H](C)/C=C(\C)[C@@H](O)[C@@H](OC)C(=O)[C@H](C)C[C@H](C)/C=C/C=C/C=C/1C	x	-8	i	x	u	x	x
O[C@@H]1C[C@@H](c2nc(-c3ccccc3)no2)N(Cc2ncc[nH]2)C1	-10%[174 µM]	3	-5%[88.5 µM]	-8%[172 µM]	-6%[87.6 µM]	177%[activator][87.6 µM]	22µM*

From PubChem BioAssay

An excerpt; rates above refer to the full screens.
